FAS TE block: FAS thioesterase (human) inhibition; P49327; recombinant FAS-TE, OMFH fluorogenic substrate, fluorescence endpoint; inhibition, % at 15 µM; hit rate 0.67% among 360,000;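 active means compounds whose normalised, plate-corrected inhibition of enzyme fluorescence in the single-dose primary screen is 50% or more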;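 further: 0% = DMSO with enzyme and 100% = substrate without enzyme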
MLLE-PAM2 inh: inhibitors of microRNA-mediated deadenylation, human PABP1 MLLE binding | hit rate 0.36% among 360,000 | P11940 | GST-MLLE / FITC-PAM2 fluorescence polarization | inhibition, % at 20 µM; in the data active means inhibition above about 35%, passing the limit was not always enough;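 further: plate controls were DMSO wells with GST-MLLE for no effect and wells lacking GST-MLLE protein for full effect; some results filed as inactive read as strong as hits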
Neddyl block: blocks human cullin neddylation; TR-FRET cullin neddylation, biochemical; calls only at 25 µM; hit rate 0.58% among 360,000; AID 651699; P61081+Q13564; in the data active means inhibition above about 36%
SKN-1 inh: blocks SKN-1 activity in C. elegans; C. elegans VP596 Pgst-4::GFP/RFP ratio, acrylamide-induced, 24 h; inhibition, % at 21.8 µM; hit rate 0.49% among 360,000; AID 624304;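 active means interference check ratio from 0.5 to 1.5 plus GFP to RFP signal ratio inhibition reaching or exceeding a fixed threshold, cut at about 30% in these data, passing the limit was not always enough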; further: some compounds called inactive have numbers as strong as hits
Rin1-Abl PPI inh: human Rin1-Abl interaction inhibition | P00519+Q13671 | TR-FRET Rin1/Abl binding, biochemical | inhibition, % at 7.35 µM | hit rate 0.4% among 360,000 | AID 588664; in the data active means inhibition above about 5%, passing the limit was not always enough
bovine MsrA act: bovine methionine sulfoxide reductase A activation | purified bovine MsrA, absorbance read-out | activation, % at 10.6 µM | hit rate 0.3% among 360,000; in the data active means activation above about 7.5%;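 further: 0% = vehicle and 100% = reference activator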
CendR NRP1 mod: alters CendR peptide binding to human NRP-1 | O14786 | FAM-RPARPAR peptide binding to NRP-1, fluorescence polarization | inhibition, % at 25 µM | hit rate 0.85% among 360,000;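 active means inhibition or corrected inhibition above about 18%, plus a signal ratio from 0.5 to 1.5, limit read from the data, passing the limit was not always enough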; further: strong numbers were not always called active
Target sequence (O14786 whole entry, looked up): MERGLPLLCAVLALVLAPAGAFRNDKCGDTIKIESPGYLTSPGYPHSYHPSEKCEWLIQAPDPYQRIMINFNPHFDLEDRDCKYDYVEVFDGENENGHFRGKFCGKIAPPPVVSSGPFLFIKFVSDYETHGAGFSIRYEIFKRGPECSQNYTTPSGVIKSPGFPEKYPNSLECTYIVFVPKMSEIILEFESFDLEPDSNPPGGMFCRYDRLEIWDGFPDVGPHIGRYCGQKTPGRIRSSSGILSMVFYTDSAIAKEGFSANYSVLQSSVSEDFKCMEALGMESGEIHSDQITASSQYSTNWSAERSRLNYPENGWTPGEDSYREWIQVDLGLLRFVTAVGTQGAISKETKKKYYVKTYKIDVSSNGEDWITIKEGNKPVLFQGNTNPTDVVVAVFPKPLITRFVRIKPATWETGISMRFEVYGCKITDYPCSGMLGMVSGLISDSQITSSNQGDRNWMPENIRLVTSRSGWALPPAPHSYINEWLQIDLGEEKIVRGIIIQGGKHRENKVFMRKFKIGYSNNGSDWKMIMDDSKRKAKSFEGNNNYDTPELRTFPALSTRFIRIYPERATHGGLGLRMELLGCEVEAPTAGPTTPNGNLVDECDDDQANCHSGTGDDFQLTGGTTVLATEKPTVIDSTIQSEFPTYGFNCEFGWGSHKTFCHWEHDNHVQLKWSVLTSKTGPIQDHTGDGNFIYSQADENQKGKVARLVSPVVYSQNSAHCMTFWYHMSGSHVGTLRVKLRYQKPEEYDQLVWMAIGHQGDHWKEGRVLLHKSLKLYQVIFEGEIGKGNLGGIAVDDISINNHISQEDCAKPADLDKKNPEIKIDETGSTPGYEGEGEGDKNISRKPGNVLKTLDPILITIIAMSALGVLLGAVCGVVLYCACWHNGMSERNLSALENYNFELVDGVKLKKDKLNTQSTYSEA
eLon inh: inhibitors of E. coli Lon protease. P0A9M0. purified E. coli Lon protease, fluorescence polarization. inhibition, % at 7.94 µM. hit rate 0.42% among 360,000; in the data active means inhibition above about 13%, passing the limit was not always enough;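 further: 0% = enzyme with probe and DMSO and 100% = no enzyme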
MT1-MMP act inh: blocks activation of human MT1-MMP; P50281; HT1080 RFP-PRO-GFP cells, GFP/RFP ratio fluorescence, overnight; percent of plate control window, DMSO zero; GFP/RFP ratio change, % at 20 µM; hit rate 0.061% among 360,000; AID 651647;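 active means GFP/RFP ratio change of at least 30% with cell ATP level not reduced by more than half and red fluorescence within 50% of control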; further: strong numbers were not always called active
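Assay system: HT1080 cells carrying an RFP-PRO-GFP reporter | Dosing: Single dose of 20 µM compound, 1% DMSO final | Incubation: Cells overnight before dosing, compound overnight, 37 °C, 5% CO2 | Evaluation: GFP/RFP fluorescence ratio | Control set: DMSO and RFP-L50D-GFP cell wells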
* marks the source's active call; other numbers are inactive results; i = inactive; . = not tested or not shown; + = active, no number.

Below each SMILES – FAS TE block, MLLE-PAM2 inh, Neddyl block, SKN-1 inh, Rin1-Abl PPI inh, bovine MsrA act, CendR NRP1 mod, eLon inh, MT1-MMP act inh
Cc1ccc(C)c(OCC(O)CN2C(C)CCCC2C)c1 (configuration not stated)
    -7, 11, i, 10, -1, -2, -5, 6, 8
CCOC(=O)C1(C)CCN1C(=O)c1ccc2c(c1)CCO2 (configuration not stated)
    -7, 7, i, 9, -4, -3, 2, 0, 1
Cc1c(Cl)c(=O)oc2cc(OCC(=O)NCc3cccs3)ccc12
    57*, 3, ., -6, 5, -10, -1, -4, -2
CCOc1cc(C2C(C#N)=C(N)Oc3n[nH]c(-c4ccncc4)c32)cc([N+](=O)[O-])c1O (configuration not stated)
    27, 5, i, -6, -2, -3, 32*, 1, 7
CCOC(=O)CC1=C(C(=O)OCC)C(c2ccc(C)o2)C(C#N)=C(N)O1 (configuration not stated)
    -4, 50*, i, 8, 1, -3, -4, 11, -23
Cc1ccc(NC(=S)N(Cc2cccs2)Cc2cc3cccc(C)c3[nH]c2=O)cc1
    44, -112, i, 8, 1, 1, -13, -2, -3
O=C(CP(=O)(CO)CO)c1ccc(Cl)cc1
    -6, 2, i, -3, -5, 0, 8, -7, 6
Cc1ccc(-c2nc(-c3ccccc3)no2)c(Cl)c1
    24, 9, i, -5, 3, -4, -1, -5, 0
O=S(=O)(Nc1ccc(S(=O)(=O)N2CCCCC2)cc1)c1ccc(Br)s1
    2, 6, i, 0, -4, -3, 0, 2, -8
CC(C)Oc1ccccc1/C=N/NC(=O)C1CC1
    0, 3, i, -7, 3, -3, 1, -9, -2
COc1cc2c(oc(=O)c3cc(C)cc(OC)c32)c2c(C3OC(C)C(O)C(C)(O)C3O)ccc(O)c12 (configuration not stated)
    0, -3, i, 2, 2, -7, 22, -18, -1
COc1ccc(NS(=O)(=O)c2cn(C)cn2)cc1OC
    -5, -11, i, 8, 3, -1, 13, -9, 0
COc1ccc(CCN2CC(C(=O)N(C)CCc3cn[nH]c3)CCC2=O)cc1 (configuration not stated)
    -4, 3, i, 15, 1, -3, 4, -6, 0
O=C(CCC(=O)Nc1ccc(Br)cc1)N/N=C/c1ccccc1O
    11, 4, i, 17, -3, -4, 0, 0, 3
CCOc1cc(CNn2cnnc2)cc(Cl)c1OCC(=O)NC(C)(C)C
    -1, -7, i, 5, 1, -8, -6, 0, 1

Results in eLon inh (two entries from above):
smiles | eLon inh
CC(C)Oc1ccccc1/C=N/NC(=O)C1CC1 | -9
COc1cc2c(oc(=O)c3cc(C)cc(OC)c32)c2c(C3OC(C)C(O)C(C)(O)C3O)ccc(O)c12 (configuration not stated) | -18

(next part)
Below each SMILES – FAS TE block, MLLE-PAM2 inh, Neddyl block, SKN-1 inh, Rin1-Abl PPI inh, bovine MsrA act, CendR NRP1 mod, eLon inh, MT1-MMP act inh
Cc1nc2nc(-c3cccnc3)[nH]n2c(=O)c1C
    -4, -4, i, 0, 1, -3, 5, 4, 7
CCOC(=O)C1CCN(c2cc3c(cc2NC(=O)c2ccccc2OCC)n(C)c(=O)n3C)CC1
    10, 10, +, -4, -4, -3, 4, 8, -6
CSc1nnnn1CCn1nnnc1SC
    -1, 15, i, 3, -2, -2, 1, 6, -6
COc1ccc(-c2nnc(SCC#N)o2)cc1
    -7, 11, i, -18, -1, -3, -4, 1, 2
Cc1ccc(S(=O)(=O)NCCOc2nc(N3CCOCC3)nc(N3CCOCC3)n2)cc1
    -3, -5, i, 0, 1, 1, 1, -5, 1
O=C(CS(=O)(=O)c1ccccc1)Nc1nc(-c2ccccc2)cs1
    0, 10, i, 21, -2, -5, -13, 10, 0
CC(=O)Nc1ccc(C(=S)NCC2(N(C)C)CCCCC2)cc1
    0, 13, i, -8, -6, -2, -10, 10, 4
CCOC(=O)c1sc(NC(=O)Cc2c(F)cccc2Cl)nc1C
    14, -5, i, 7, 2, -6, -2, -10, -15
CCC1Oc2ccccc2N(CC(=O)NCCc2ccc(OC)c(OC)c2)C1=O (configuration not stated)
    -3, 13, i, 9, 4, -1, 4, -8, 0
COc1ccccc1Nc1nc(N)nc(CSc2nnc(C)s2)n1
    -9, 1, i, 7, -3, -5, 4, -14, -2
CC(=O)/C(C#N)=C1\NC(=O)C(Cc2ccccc2)S1 (configuration not stated)
    -12, 0, i, -21, -1, -12, -6, 3, -43
COc1ccccc1CNC(=O)Cn1cccc1
    -5, 1, i, 1, -2, -2, 0, 7, 1
Cc1nc(C)n(C(C)CC(=O)O)n1 (configuration not stated)
    -10, -4, i, -19, -5, -12, 3, 1, -2
COC(=O)c1ccc(N2CCN(C)CC2)c(NC(=O)c2sc3ccccc3c2Cl)c1
    36, 16, i, -3, -3, -1, 3, -5, 1
O=C(NC(=S)NCC1CCCO1)c1cccs1 (configuration not stated)
    -8, 12, i, -4, 0, -2, -6, -1, 0

Looked up above.
In SKN-1 inh, CC(=O)Nc1ccc(C(=S)NCC2(N(C)C)CCCCC2)cc1 reads -8
In FAS TE block, CCC1Oc2ccccc2N(CC(=O)NCCc2ccc(OC)c(OC)c2)C1=O (configuration not stated) reads -3
In MT1-MMP act inh, CC(=O)/C(C#N)=C1\NC(=O)C(Cc2ccccc2)S1 (configuration not stated) reads -43
In CendR NRP1 mod, Cc1nc(C)n(C(C)CC(=O)O)n1 (configuration not stated) reads 3

Grouped by structure, the compounds so far containing an aryl methoxy group.
Below each SMILES – FAS TE block, MLLE-PAM2 inh, Neddyl block, SKN-1 inh, Rin1-Abl PPI inh, bovine MsrA act, CendR NRP1 mod, eLon inh, MT1-MMP act inh
COc1cc2c(oc(=O)c3cc(C)cc(OC)c32)c2c(C3OC(C)C(O)C(C)(O)C3O)ccc(O)c12 (configuration not stated)
    0, -3, i, 2, 2, -7, 22, -18, -1
COc1ccc(NS(=O)(=O)c2cn(C)cn2)cc1OC
    -5, -11, i, 8, 3, -1, 13, -9, 0
COc1ccc(CCN2CC(C(=O)N(C)CCc3cn[nH]c3)CCC2=O)cc1 (configuration not stated)
    -4, 3, i, 15, 1, -3, 4, -6, 0
COc1ccc(-c2nnc(SCC#N)o2)cc1
    -7, 11, i, -18, -1, -3, -4, 1, 2
CCC1Oc2ccccc2N(CC(=O)NCCc2ccc(OC)c(OC)c2)C1=O (configuration not stated)
    -3, 13, i, 9, 4, -1, 4, -8, 0
COc1ccccc1Nc1nc(N)nc(CSc2nnc(C)s2)n1
    -9, 1, i, 7, -3, -5, 4, -14, -2
COc1ccccc1CNC(=O)Cn1cccc1
    -5, 1, i, 1, -2, -2, 0, 7, 1

(cont.)
Below each SMILES – FAS TE block, MLLE-PAM2 inh, Neddyl block, SKN-1 inh, Rin1-Abl PPI inh, bovine MsrA act, CendR NRP1 mod, eLon inh, MT1-MMP act inh
N/C(=N\c1nc2ccccc2o1)NC(=O)C(Cc1ccccc1)N1C(=O)c2ccccc2C1=O (configuration not stated)
    48, 4, i, 17, 0, -1, 0, 2, -7
COc1ccc(/C=N/NC(=O)c2cccc(Br)c2)cc1Cn1cc(Cl)cn1
    16, -12, ., 21, 0, -2, -1, -5, -2
O=C1/C(=C\c2ccncc2)SC(=S)N1C1CCCCC1
    -12, 11, i, 9, -2, -2, 2, 5, -6
CN(c1cccc(NS(=O)(=O)c2cccs2)c1)S(C)(=O)=O
    -8, -11, i, -4, 3, -4, -7, -10, 2
CCCN(CC(=O)Nc1ccc(F)c(F)c1F)Cc1cc(=O)n2ccsc2n1
    11, -1, i, -3, 1, -3, -4, -4, 4
C=C(C)COc1ccc(-c2ncncc2-c2ccc(OC)cc2)c(O)c1
    22, -8, i, 3, -1, -3, -5, 3, -5
Cc1ncc(CO)n1Cc1ccc(Cl)cc1
    -8, -8, i, -20, 1, -10, 4, -1, -5
CCOc1ccc(NC(=S)NNC(=S)Nc2cccc(C(F)(F)F)c2)cc1
    6, 25, i, -6, -3, -1, -1, 3, 2
O=C(c1ccccc1)N1CCN(c2cc(Cl)nc3cc(-c4cccc(Cl)c4)nn23)CC1
    19, -1, i, -7, 1, -8, -7, -3, -1
O=C(Nc1ccccc1F)c1cc(C(=O)Nc2ccccc2F)cc([N+](=O)[O-])c1
    13, -14, i, 2, 0, -7, 1, 1, 2
CCOC(=O)C1CCCN(c2c(Nc3cc(C)cc(C)c3)c(=O)c2=O)C1 (configuration not stated)
    -9, 6, i, -8, 2, -2, 6, -2, 4
CC(=O)Nc1ccccc1C(=O)N1CCN(Cc2ccc3c(c2)OCO3)CC1
    -3, -5, i, 26, -3, -4, 15, 0, -2
CC1OC23CCCCC2C(C#N)(C(=N)O3)C1(C#N)C#N (configuration not stated)
    -5, 6, i, 22, -1, 0, 7, -11, -2
CCOc1cc(C2NC(=O)NC(c3ccccc3)=C2C(C)=O)ccc1OCC(N)=O (configuration not stated)
    -7, -11, i, 13, 2, -10, 47*, 6, .
Cc1ccc(C)c(N2CCN(C(=S)Nc3ccc4nc(N5CCOCC5)cc(C)c4c3)CC2)c1
    9, -9, i, -4, 1, 0, -13, 4, 2
Cc1ccc(S(=O)(=O)N2CCN(c3ccc([N+](=O)[O-])c(Sc4nncn4C)c3)CC2)cc1
    9, 10, i, 6, -6, -5, -7, 0, 1
Cc1c(CCC(=O)NCCCn2ccnc2)c(=O)oc2cc3oc4c(c3cc12)CCCC4
    -6, 15, ., 15, -5, -8, -3, -2, 4
CC(C)c1nnc(NC(=O)c2ccc3c(c2)OCO3)s1
    1, 0, i, 4, -2, -4, -9, 5, 2
COCCNC(=O)CNC(=S)N(Cc1ccccc1)Cc1cccnc1
    -9, -112, i, 7, -2, -3, 7, -6, -12
CC(OC(=O)CCCC(=O)Nc1ccccc1)C(=O)c1ccccc1 (configuration not stated)
    2, 2, i, 6, -2, -2, 9, -7, 1
O=C(COC(=O)c1n[nH]c(=O)c2ccccc12)Nc1ccccc1
    -2, -4, i, 8, 2, -1, 4, -8, 1
Cc1ccc(-c2nc(CN(C)C)cc(CN(C)C)c2O)cc1
    -15, 16, ., -16, 4, -15, -2, 1, -6

Assay outcomes: PubChem, several laboratories
